Screening results (PubChem)
HIV fusion peptide = cell-free HIV fusion peptide-binding blockers – biochemical, uHTS, fluorescence dequenching, primary screen (AID 1986) | cell-free peptide binding, fluorescence dequenching, 30 min; higher % means a stronger effect | inhibition, % at 20 µM; hits with a dose series show IC50 in µM | 290,000 compounds, 0.3% hits; in the data active = inhibition mostly above about 52%, no sharp cut-off; inactive = mostly below about 76%; also: some results filed as inactive read as strong as hits
AID2073 = disruptors of CaV2.2 binding to Mint1 – biochemical, HTRF (AID 2073); 290,000 compounds, 0.19% hits; one-dose inhibition, % at 20 µM; IC50 in µM for titrated hits; HTRF protein-protein interaction, Mint1-CaV2.2; higher % means a stronger effect; in the data active = inhibition mostly above about 51%, no sharp cut-off; also: some results filed as inactive read as strong as hits
GPR35 arrestin U2OS = GPR35 antagonists blocking zaprinast-driven arrestin recruitment, primary screen, imaging, U2OS, beta-arrestin-GFP, zaprinast agonist (AID 2058); U2OS GPR35 beta-arrestin-GFP translocation imaging, zaprinast antagonism; higher % means a stronger effect; 290,000 compounds, 0.052% hits; inhibition, % at 10 µM; hits with a dose series show IC50 in µM;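 active = inhibition of at least 50% with at least 30 cells and total cytoplasm GFP at most 10,000,000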
NTR1 agonist = agonists of NTR1, primary screen, imaging, U2OS cells, beta-arrestin-GFP, high content (AID 493036); P30989; NTR1-U2OS beta-arrestin-GFP spot imaging, agonist mode; activation, % at 20 µM; 330,000 compounds, 0.17% hits;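 active = activation at or above 40% of the spot to cytoplasm intensity ratio, with at least 20 cells analyzed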;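 also: 0% = DMSO without peptide and 100% = 100 nM NTR1 peptide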
Target sequence (P30989 whole entry, looked up): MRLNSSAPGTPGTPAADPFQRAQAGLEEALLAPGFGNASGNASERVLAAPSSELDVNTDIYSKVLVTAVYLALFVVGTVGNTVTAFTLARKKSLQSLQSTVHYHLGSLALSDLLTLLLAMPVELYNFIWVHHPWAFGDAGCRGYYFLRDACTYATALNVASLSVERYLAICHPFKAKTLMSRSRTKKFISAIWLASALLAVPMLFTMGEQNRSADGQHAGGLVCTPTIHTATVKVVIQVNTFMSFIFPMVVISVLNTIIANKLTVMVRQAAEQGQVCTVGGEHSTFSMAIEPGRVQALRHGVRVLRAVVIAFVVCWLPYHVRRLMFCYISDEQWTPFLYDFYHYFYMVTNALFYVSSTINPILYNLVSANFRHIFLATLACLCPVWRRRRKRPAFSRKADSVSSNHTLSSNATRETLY
Siah-1 displacement = blockers of Siah-1 interaction with plectin peptide – biochemical, fluorescence polarization, rhodamine-plectin, uHTS, primary screen (AID 1817). Siah-1 / rhodamine-plectin peptide fluorescence polarization; higher % means a stronger effect. 290,000 compounds, 0.02% hits. displacement, % at 20 µM; hits with a dose series show IC50 in µM;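 active = displacement of at least 50% at 20 µM, with a fluorescence ratio check between 0.3 and a set limit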;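 also: plate controls were Siah plus tracer with DMSO for no effect and tracer alone without Siah for full effect; strong numbers were not always called active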
K1F lysis inhibition = inhibition of K1F phage lysis, E. coli UTI89, bacterial capsule biogenesis inhibitors, alamar blue (AID 488966); E. coli UTI89 K1F phage lysis, alamar blue, 2 h; higher % means a stronger effect; inhibition, % at 100 µM; hits with a dose series show IC50 in µM; 340,000 compounds, 0.02% hits;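 active = phage lysis inhibition, versus mean bacterial control, above a set limit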;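 also: capsule biogenesis inhibitors block K1F phage lysis so surviving cells raise fluorescence; higher fluorescence means more inhibition of phage lysis; actives were called in the ten point dose series up to 300 µM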
GPR55 LPI antagonism = GPR55 antagonists blocking LPI-driven arrestin recruitment, primary screen, imaging, U2OS, beta-arrestin-GFP, LPI agonist (AID 2013) | one-dose inhibition, % at 10 µM; IC50 in µM for titrated hits | U2OS GPR55 beta-arrestin-GFP translocation imaging, LPI antagonism; higher % means a stronger effect | 290,000 compounds, 0.13% hits;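 active = spots per cell inhibited over 60%, with over 100 cells counted and total cytoplasm intensity under 500,000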;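 also: U2OS cells stably carrying GPR55 and arrestin-GFP stimulated by 5 µM LPI near EC80; imaged beta-arrestin-GFP aggregate spots per cell after agonist stimulation; plate controls were LPI-stimulated DMSO wells for no effect and DMSO wells without LPI for full effect; some results filed as inactive read as strong as hits; confirmed hits need IC50 under 10 µM and bright autofluorescent wells are also inconclusive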
Dengue-2 NS5 capping = flavivirus cap methylation enzyme inhibition – biochemical, confirmation dose response, primary screen (AID 588689) | Dengue-2 NS5 methyltransferase capping enzyme assay, biochemical; higher % means a stronger effect | one-dose inhibition, % at 25 µM; IC50 in µM for titrated hits | 340,000 compounds, 0.3% hits; in the data active = a potency from the dose series
GPR55 activation = GPR55 agonists via beta-arrestin recruitment, primary screen, imaging, U2OS cells, beta-arrestin-GFP redistribution (AID 1961). 290,000 compounds, 0.048% hits. U2OS GPR55 beta-arrestin-GFP redistribution imaging; higher % means a stronger effect. activation, % at 10 µM, or EC50 in µM where a hit was titrated;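 active = activation above 40% with more than 50 cells counted in the well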;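 also: U2OS osteosarcoma cells stably expressing GPR55 and beta-arrestin-GFP; plate controls were DMSO negative control for no effect and LPI positive control for full effect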
NTR1 agonist cell count 20 µM = also measured in NTR1 agonist; calls as there; cell count; measured here: cell count, cytotoxicity flag
Dengue-2 NS5 capping pilot replicate = also measured in Dengue-2 NS5 capping; calls as there; inhibition, %; measured here: pilot screen replicate inhibition
Numbers without * were called inactive; x = not tested or not shown.

SMILES	HIV fusion peptide	AID2073	GPR35 arrestin U2OS	NTR1 agonist	NTR1 agonist cell count 20 µM	Siah-1 displacement	K1F lysis inhibition	GPR55 LPI antagonism	Dengue-2 NS5 capping	GPR55 activation	others
O=C1OCCN1C(=O)[C@H]1[C@H](c2ccc(Cl)cc2)C(c2cccc(Cl)c2)=NN1c1ccccc1	-1.1%	20%	-25%	5.8	78	6%	0.7%	18%	-10%	0.1%
Cc1cc(Nc2ccc(Cl)cc2)nc(N2CCOCC2)n1	1.8%	10%	-1%	4.1	67	0%	x	10%	x	-0.3%
Cc1cc(C)c(S(=O)(=O)NCC2CCC(C(=O)NCCCN3CCC(C)CC3)CC2)c(C)c1 (configuration not stated)	-0.8%	-2%	-8%	3.0	54	-4%	0.2%	-5%	1%	0.3%
S=C(NNC(=S)NC1CC2C=CC1C2)NC1CC2C=CC1C2 (configuration not stated)	-1.5%	-32%	-2%	2.5	33	-1%	x	15%	x	0.8%
COc1ccc(C)cc1NC(=O)c1cc2ccccc2o1	0.6%	-4%	2%	1.1	72	7%	0.3%	8%	-10%	0.2%	Dengue-2 NS5 capping pilot replicate=-3.8
CC(=O)c1c(C)[nH]c(C(=O)COC(=O)CCCOc2ccccc2)c1C	-0.6%	-2%	0%	3.8	60	3%	-2.6%	-15%	-6%	-0.3%
O=S(=O)(c1ccccc1)c1nc(-c2ccco2)oc1N1CCCCCC1	-3.3%	0%	22%	2.3	41	-2%	-0.1%	1%	-6%	-0.2%
Cc1nc2ncnn2c(C)c1CCC(=O)N1CCN(Cc2ccccc2)CC1	-0.8%	0%	15%	-0.3	69	-6%	0.7%	4%	-4%	-0.1%
CCN(Cc1nc(-c2ccc(Cl)cc2)no1)CC1CCCO1 (configuration not stated)	-0.7%	-12%	-12%	-1.6	46	-1%	0.1%	-4%	2%	-0.2%
Cc1cc(C)n(-c2ccccc2[N+](=O)[O-])n1	-0.5%	-6%	-3%	1.2	94	2%	-2.4%	9%	-2%	0.6%
Cc1c(NS(=O)(=O)c2cc(C(=O)OCC(=O)N3CCC(C)CC3)ccc2Cl)c(=O)n(-c2ccccc2)n1C	1.7%	0%	-8%	1.0	62	2%	0.5%	-2%	-5%	-0.5%
Cc1cccc(C)c1-n1c(C)cc(/C=N\Nc2ccc([N+](=O)[O-])cn2)c1C	-1.4%	-11%	-2%	-0.6	35	-1%	0.5%	-29%	-23%	1.8%
O=[N+]([O-])c1cccnc1N/N=C/c1ccccc1O	-0.6%	37%	3%	2.0	84	8%	1.2%	-9%	-1%	1.9%
CCOCCCNC(=O)C(c1ccc(Cl)cc1)N(Cc1cccs1)C(=O)c1ccccn1 (configuration not stated)	0.1%	-13%	-7%	0.2	63	-2%	0.1%	-20%	-5%	-0.2%
CCc1c(C(=O)NCc2ccccc2Cl)[nH]c(C)c1C(C)=O	-0.2%	-2%	0%	0.2	53	4%	0.0%	-4%	-9%	-0.4%
Cc1cc(OCC(=O)Nc2ccncc2)ccc1Br	0.3%	-5%	-4%	0.1	43	-2%	-0.6%	4%	4%	-0.2%
CC(=O)OC(C(=O)NCCN1CCOCC1)c1c(F)cccc1F (configuration not stated)	1.6%	8%	5%	-1.4	85	18%	1.2%	2%	-5%	-0.3%
N#Cc1ccccc1OCC(=O)C1CC1	-0.3%	15%	14%	1.2	48	-2%	-0.1%	-10%	-9%	0.4%
CC(C)OC(=O)CC(=O)CSc1nc(-c2ccc(F)cc2)cc(-c2ccccc2)c1C#N	32%	28%	1%	0.0	77	4%	0.0%	12%	0%	0.1%
Cc1c(Cl)cccc1NC(=S)NCc1ccc2c(c1)OCO2	-0.1%	9%	-21%	0.4	62	1%	1.9%	3%	-7%	-0.1%
COCCN(CCOC)C(=O)c1sc2nc(-c3ccccc3)cn2c1C	3.4%	6%	-6%	2.4	108	2%	-0.1%	2%	-2%	-0.1%
COc1ccc(CCNC(=O)CN(c2ccc(C)cc2)S(=O)(=O)c2c(C)noc2C)cc1OC	-1.3%	-3%	-6%	-1.4	90	1%	-0.8%	-8%	-7%	0.0%
COC(=O)C(O)(NC(=O)OCc1ccccc1)C(F)(F)F (configuration not stated)	0.1%	-5%	-14%	1.0	82	0%	0.7%	-2%	-8%	-0.1%	Dengue-2 NS5 capping pilot replicate=0.3
CCOc1ccc(C(=O)NCc2cccnc2)cc1[N+](=O)[O-]	-0.8%	-4%	1%	0.2	23	5%	2.5%	-6%	-7%	-0.1%
Cc1c(CC(=O)NCC(=O)N[C@H](Cc2ccccc2)C(=O)O)c(=O)oc2cc(O)ccc12	0.9%	49%	7%	0.2	83	2%	3.3%	-11%	-4%	-0.1%
c1coc(C2Nc3ccccc3C3OCCC23)c1 (configuration not stated)	-1.8%	8%	14%	-1.6	73	4%	0.6%	6%	-10%	-0.1%
Cc1ccccc1C(=O)Nc1ccc2nc3n(c(=O)c2c1)CCCC3	-2.0%	22%	9%	1.7	72	2%	0.1%	5%	-6%	0.0%
Cc1ccc(/C=N/N=C2\SCC(=O)N2CC2CC2)cc1	0.0%	4%	1%	0.0	51	2%	0.8%	4%	-8%	1.0%
CC(=O)Nc1ccc(NC(=O)Nc2ccccc2C)cc1	-2.0%	4%	18%	0.9	51	-2%	0.5%	-1%	-5%	-0.1%
Clc1ccccc1Cn1nnc2c(N3CCOCC3)nc(C3CC3)nc21	0.3%	14%	6%	5.1	46	4%	-0.4%	0%	-2%	-0.2%
COc1ccc(OCC(=O)Nc2ncc3c(n2)CC(C)(C)CC3=O)cc1	0.6%	-4%	12%	2.5	84	-1%	-0.4%	6%	5%	0.2%
O=C(Nc1ccc(N2CCN(C(=O)c3ccco3)CC2)cc1)c1ccc(F)cc1	1.6%	-10%	-4%	-0.3	84	-3%	-0.3%	-3%	0%	0.1%
CCc1ccc(NC(=O)CSc2nc3ccccc3c(=O)n2CCCC(=O)N2CCCC2)cc1	3.0%	8%	6%	1.5	75	-2%	-0.7%	-4%	-3%	-0.1%	Dengue-2 NS5 capping pilot replicate=-6.2
NS(=O)(=O)c1ccc(NC(=S)NC(=O)/C=C/c2cccs2)cc1	1.4%	50%	-4%	4.2	66	-2%	0.7%	-4%	-7%	-0.2%
COC1=C(C)C(O)=C(C(=O)/C=C/c2ccccc2)C(=O)C1(C)C	-0.4%	22%	27%	0.5	69	2%	0.0%	-2%	0%	0.6%
Cc1ccc(C(=O)COC(=O)C2CC(=O)N(c3nc(-c4ccccc4)cs3)C2)cc1C (configuration not stated)	-2.0%	3%	-14%	4.3	76	2%	-0.1%	8%	0%	0.0%
CCOC(=O)c1cc(-c2csc(-c3ccc(C(F)(F)F)cc3)n2)on1	1.2%	5%	28%	-0.5	53	6%	-1.6%	4%	-3%	-0.2%
CCOC(=O)C1CCCN(C(=O)c2cn(CC)c(=O)c3cc(OC)c(OC)cc23)C1 (configuration not stated)	-1.0%	4%	4%	-0.7	68	4%	-0.3%	19%	15%	-0.1%
Cn1c(=O)c2c(nc(SCc3ccccn3)n2C)n(C)c1=O	7.1%	6%	-3%	x	x	0%	x	-11%	x	-0.2%
Cc1ccc(S(=O)(=O)N2CCN(CC(=O)N/N=C\c3ccc(Cl)c([N+](=O)[O-])c3)CC2)cc1	0.9%	1%	-9%	1.5	55	7%	4.1%	6%	-1%	-0.1%
CCOCCCn1c(=S)[nH]c2cc(C(=O)NCCCN(CC)CC)ccc2c1=O	2.3%	-36%	-3%	2.5	50	2%	0.1%	-5%	-1%	-0.3%
CCOCCc1nnc(NC(=O)CCS(=O)(=O)c2ccccc2)s1	1.3%	15%	-1%	1.1	48	7%	0.1%	1%	-4%	0.3%
O=c1[nH]c(SCc2ccc([N+](=O)[O-])cc2)nc2[nH]ncc12	2.5%	-1%	6%	2.1	72	1%	0.5%	2%	4%	0.3%
N#CC(C(=O)Nc1ccccc1)=C1CCCCC1	2.5%	0%	-4%	-0.6	54	0%	4.7%	-2%	-3%	-0.1%
Cn1nnnc1SCC(=O)Nc1cc(C(=O)O)cc(C(=O)O)c1	-1.9%	-12%	9%	1.3	49	2%	12%	-6%	3%	0.0%
O=C(NC1CC1)C1CCN(c2ncccn2)CC1	1.1%	8%	11%	-0.3	49	5%	0.2%	16%	-6%	0.6%
Cc1ccc(C2CC(c3cccs3)=NN2C(=O)CCl)cc1 (configuration not stated)	-0.2%	2%	13%	20	97	6%	-0.1%	14%	-40%	0.5%
O=C(CN1CCC(Cc2ccccc2)CC1)NC(=O)NC1CCCCC1	1.1%	-7%	-18%	2.6	39	4%	1.7%	4%	-3%	0.6%
Cc1ccc(-c2nc(CS(=O)CC(=O)NC(C)CCc3ccccc3)c(C)o2)cc1 (configuration not stated)	-0.4%	11%	-27%	-0.1	59	2%	0.3%	-10%	-8%	-0.1%
Cc1ccc(N(C(=O)CNC(=O)c2ccco2)C(C(=O)NC2CCCCC2)c2ccncc2)c(C)c1 (configuration not stated)	1.6%	-3%	8%	1.4	49	0%	0.3%	11%	-3%	-0.1%
Cc1cccn2c(=O)c(/C=N/O)c(Nc3ccccc3F)nc12	-0.8%	11µM*	-6%	3.5	42	13%	0.5%	-6%	10%	0.7%
CNS(=O)(=O)c1ccc(NS(=O)(=O)c2ccccc2F)cc1	-0.9%	31%	-6%	0.0	73	20%	0.1%	4%	7%	0.3%
O=C(C1=C[C@H](C2CC2)C[C@H](OCc2ccc(CO)cc2)O1)N1CCN(Cc2ccc3c(c2)OCO3)CC1	0.1%	-2%	16%	-5.5	98	6%	-0.8%	5%	2%	0.1%
O=C(Nc1c2c(nn1-c1ccc(F)cc1)CS(=O)(=O)C2)c1ccc(Br)o1	0.1%	19%	18%	-0.8	52	-1%	-0.1%	-7%	-10%	-0.1%
Cc1cccc2c(SCC(N)=O)nc(-c3ccccc3)nc12	3.7%	16%	8%	1.2	43	6%	0.3%	0%	8%	0.1%
O=P(O)(CCCP(=O)(O)CCc1ccccc1)CCc1ccccc1	1.1%	-3%	22%	0.1	50	-1%	0.8%	7%	-4%	0.2%

As a working copy, two of the compounds above:
SMILES	HIV fusion peptide	AID2073	GPR35 arrestin U2OS	NTR1 agonist	NTR1 agonist cell count 20 µM	Siah-1 displacement	K1F lysis inhibition	GPR55 LPI antagonism	Dengue-2 NS5 capping	GPR55 activation	others
Cc1cccc2c(SCC(N)=O)nc(-c3ccccc3)nc12	3.7%	16%	8%	1.2	43	6%	0.3%	0%	8%	0.1%
O=P(O)(CCCP(=O)(O)CCc1ccccc1)CCc1ccccc1	1.1%	-3%	22%	0.1	50	-1%	0.8%	7%	-4%	0.2%
